NALP3 yeast inh – blocks the NALP3 inflammasome reconstituted in yeast; inhibition, % at 10 µM; hit rate 0.39% among 330,000; Yeast reconstituted NLRP3/ASC/caspase-1, beta-gal luminescence, 24 h;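 active = inhibition of 50% or more; inactive = inhibition below 50%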;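 also: plate controls were induced DMSO wells for no effect and uninduced yeast grown without galactose for full effect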
TIM10 inh – inhibits growth of TIM10 yeast strain | S. cerevisiae TIM10 strain growth, BacTiter-Glo luminescence, 24 h | inhibition, % at 10 µM | hit rate 1.4% among 330,000 | AID 463195;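 active = inhibition of 40% or more at the single tested concentration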;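 also: wild-type TIM10 isogenic control strain grown at permissive 25 °C; 0% = DMSO yeast wells and 100% = minimal medium wells without yeast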
CHOP UPR activ – activators of apoptotic arm of unfolded protein response (CHOP); CHO-CHOP luciferase reporter, UPR activation, luminescence; percent of tunicamycin response over DMSO baseline; activation, % at 10 µM; hit rate 0.34% among 330,000; AID 449763;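 active = at 10 µM dose, activation of 40% or more, normalized to positive control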;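 also: 100% = tunicamycin at 10 µg/mL and 0% = DMSO alone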
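Material: CHO-CHOP cells, stable luciferase reporter of PERK-eIF2a-CHOP signalling; quantity: 500 reporter cells seeded per well; buffer or medium: F12 medium containing 10% fetal bovine serum; compound: one dose, 10 µM in 0.5% DMSO; incubation: 6 h compound treatment, 37 °C; measured by: Steady-Glo luciferase luminescence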
Mdm2-MdmX inh – human Mdm2/MdmX binding inhibition. O15151+Q00987. SaOS-2 split-luciferase Mdm2/MdmX complementation, luminescence. inhibition, % at 8 µM. hit rate 3% among 330,000. AID 485346;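 active = inhibition of at least 50% at 8 µM in the primary screen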
Target sequence (O15151 whole entry, looked up): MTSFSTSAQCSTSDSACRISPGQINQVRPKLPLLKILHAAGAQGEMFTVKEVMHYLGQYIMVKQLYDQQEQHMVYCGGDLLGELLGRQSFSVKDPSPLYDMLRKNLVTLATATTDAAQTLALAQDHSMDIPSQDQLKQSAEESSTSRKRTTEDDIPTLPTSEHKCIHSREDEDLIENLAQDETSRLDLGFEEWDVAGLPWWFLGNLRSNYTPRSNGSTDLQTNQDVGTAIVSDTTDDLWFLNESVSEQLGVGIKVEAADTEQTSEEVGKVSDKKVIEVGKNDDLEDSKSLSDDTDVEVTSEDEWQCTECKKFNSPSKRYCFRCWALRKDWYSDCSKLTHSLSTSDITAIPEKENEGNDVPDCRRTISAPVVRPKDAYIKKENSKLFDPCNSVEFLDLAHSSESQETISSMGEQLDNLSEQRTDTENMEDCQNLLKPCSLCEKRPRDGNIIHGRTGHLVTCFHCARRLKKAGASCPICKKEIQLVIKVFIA
Target sequence (Q00987 whole entry, looked up): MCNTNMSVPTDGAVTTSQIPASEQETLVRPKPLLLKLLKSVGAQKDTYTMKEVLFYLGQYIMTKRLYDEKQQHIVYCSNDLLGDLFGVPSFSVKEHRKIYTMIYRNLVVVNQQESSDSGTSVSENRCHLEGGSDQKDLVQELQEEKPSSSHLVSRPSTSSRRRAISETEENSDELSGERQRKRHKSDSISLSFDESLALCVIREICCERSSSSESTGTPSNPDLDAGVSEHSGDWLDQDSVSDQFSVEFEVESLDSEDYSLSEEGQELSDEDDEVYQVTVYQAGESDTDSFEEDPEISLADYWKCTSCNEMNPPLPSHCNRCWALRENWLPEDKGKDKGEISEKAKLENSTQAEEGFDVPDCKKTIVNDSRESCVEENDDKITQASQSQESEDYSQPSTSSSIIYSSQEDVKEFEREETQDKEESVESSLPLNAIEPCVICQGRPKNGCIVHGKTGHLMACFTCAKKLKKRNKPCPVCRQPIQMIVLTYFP
tim23-1 inh – growth inhibitors of tim23-1 mutant yeast. S. cerevisiae tim23-1 growth, BacTiter-Glo luminescence, 24 h. inhibition, % at 20 µM. hit rate 1.3% among 330,000;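 active = growth inhibition of the mutant yeast at or above 50%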;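 also: temperature-sensitive mutant grown at 25 °C; plate controls were DMSO-treated mutant yeast for no effect and medium wells lacking yeast for full effect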
GRIN3A LBD mod – modulators (binders) of human NR3A ligand-binding domain; NR3A LBD differential scanning fluorimetry, Tm shift; 0% = protein alone, 100% = glycine-bound protein; Tm shift relative to glycine control, % at 25 µM; hit rate 2.5% among 340,000; AID 1259313;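 active = melting temperature shift of at least 10% of the positive control shift, at one fixed dose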
tim10-1 inh – growth inhibitors of tim10-1 mutant yeast | S. cerevisiae tim10-1 ts strain growth, BacTiter-Glo, 24 h | inhibition, % at 20 µM | hit rate 2.2% among 330,000;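 active = inhibition of at least 40%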;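 also: mutant grown at 25 °C; 0% = DMSO wells with yeast and 100% = wells holding no yeast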
XBP1 UPR activ – activators of adaptive arm of unfolded protein response (XBP1); hit rate 0.33% among 330,000; activation, % at 20 µM; AID 463104; CHO-XBP1 luciferase reporter, IRE1-XBP1 UPR activation, luminescence; percent of tunicamycin response, DMSO as zero;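 active = versus positive control, 20 µM dose yields 30% or more activation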;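 also: 100% = tunicamycin at 10 µg/mL and 0% = DMSO only wells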
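Assay system: IRE1-XBP1 luciferase reporter CHO line. Input: 1000 cells/well. Buffer or medium: F12 with 10% serum. Doses: 20 µM, 1% DMSO. Times: overnight seeding at 37 °C, 6 h compound treatment at 37 °C. Technique: Steady-Glo luciferase glow luminescence, 10 min after reagent addition.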
APJ agonist – APJ receptor agonism | CHO-K1 APJ PathHunter beta-arrestin, luminescence; 0% DMSO wells, 100% apelin | P35414 | activation, % at 20 µM | hit rate 0.11% among 330,000;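 active = activation more than six SD over the plate average, tested at 20 µM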;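 also: 0% = DMSO alone and 100% = apelin-13 at 10 nM; some results filed as inactive read as strong as hits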
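Material: engineered CHO-K1 APJ arrestin reporter cells; amount: 1000 CHO-K1 reporter cells seeded per well; incubation: compound stimulation 90 min at 25 °C, detection 60 min; signal: luminescent beta-gal fragment complementation, chemiluminescent substrate; read-out basis: APJ agonist activity; controls: DMSO-only wells as negative, 10 nM Apelin-13 as positive control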
The depositor's hits bear a star.

SMILES | NALP3 yeast inh | TIM10 inh | CHOP UPR activ | Mdm2-MdmX inh | tim23-1 inh | GRIN3A LBD mod | tim10-1 inh | XBP1 UPR activ | APJ agonist
N#Cc1ccccc1OCc1cccc(S(=O)(=O)N2CCOCC2)c1 | 10 | -4 | 2.1 | -6 | 27 | 2 | 12 | 2 | -2
S=C(NCc1ccccc1)NCc1cccc(CNC(=S)NCc2ccccc2)c1 | 25 | 17 | -2.1 | 24 | 21 | 20* | 24 | -1 | -5
O=C(COC(=O)CC1CCS(=O)(=O)C1)Nc1ccc(F)cc1 (centres undefined) | 9 | 6 | 0.0 | 30 | 8 | 6 | 7 | 0 | -4
CN(C(=O)c1ccccc1OC1CCN(S(C)(=O)=O)CC1)C1CCOC1 (centres undefined) | -9 | -2 | -0.7 | -14 | 4 | -1 | -21 | 3 | -1
O=C(Cn1cnc2ccccc2c1=O)Nc1cccc(S(=O)(=O)N2CCCCC2)c1 | 4 | 12 | -0.4 | 26 | 7 | 0 | -5 | -1 | 0
COCC(=O)Nc1nc(-c2ccc(-c3ccccc3)cc2)cs1 | 19 | 1 | 5.9 | -132 | 12 | 2 | 17 | -5 | 2
CCOc1ccc(-c2nc(-c3ccc(OC)cc3)no2)cc1OCC | 2 | 34 | -2.6 | 19 | 15 | -1 | 26 | 0 | -4
CC1(C)CC(=O)C=C(NCC(O)c2ccccc2)C1 (centres undefined) | 0 | -11 | 0.6 | 23 | 4 | -5 | -5 | -2 | 0
CC(C)CC(OC(=O)c1ccco1)C(=O)NC1CCCC1 (centres undefined) | 12 | -14 | -0.6 | -1 | 15 | -1 | 19 | -3 | -4
COc1ccc(C2CC(c3ccccc3)=NN2S(=O)(=O)c2ccccc2)cc1 (centres undefined) | -2 | 8 | -1.4 | 5 | 34 | -1 | 23 | 1 | -1
O=C(Nc1ccc(Br)cc1)c1ccc(F)c(S(=O)(=O)NCc2cccs2)c1 | 17 | 16 | 3.7 | 32 | 40 | 18* | 27 | -1 | 2
Cc1ccc(C(=O)NCC(=O)Nc2ccc(F)c(F)c2F)cc1 | 5 | -3 | -0.3 | 1 | -15 | 1 | -14 | 0 | -3
CCOC(=O)C1(CCOC)CCN(Cc2ccc(C3CCCCO3)s2)CC1 (centres undefined) | 26 | 9 | -0.2 | 18 | -6 | 0 | 7 | 5 | -3
Cc1ccc(-n2nnc(-c3ccnc4ccccc34)n2)cc1 | 19 | 14 | 4.8 | -287 | 20 | 2 | 15 | 7 | 4
CCCNC(=O)c1ccc(N2CCC3(CC2)CC(c2cccc(Br)c2)=NO3)c(NC(=O)c2cccc(OC)c2)c1 | 21 | -4 | -1.8 | 28 | 2 | 5 | -8 | -3 | -4
CCN(CC)CCn1c2c(c(SCC(=O)Nc3cc(C)ccc3C)nc1=O)CCC2 | 0 | 14 | 1.6 | -17 | 10 | 1 | 2 | 0 | -3
O=C(CSc1nc(O)c(-c2ccccc2)c(=O)[nH]1)N1CCOCC1 | 0 | -18 | -1.6 | 5 | -3 | -1 | 2 | -2 | 0
CC(C)CCN1C(=O)c2ccc(C(=O)Nc3cc(C(=O)O)cc(C(=O)O)c3)cc2C1=O | 10 | -3 | 0.2 | 19 | -1 | 2 | -4 | -7 | -1
CC(C)C(=O)NC(C)C(c1cccs1)N1CCN(c2ccccc2)CC1 (centres undefined) | 2 | -13 | 0.5 | 7 | 9 | -1 | -11 | -4 | 0
Cc1ccc(NC(=O)COC(=O)c2ccc3c(c2)OCCO3)cc1S(=O)(=O)N1CCOCC1 | -4 | -10 | 0.4 | 11 | 19 | -5 | 28 | -4 | -3
CN(C(=O)C1CCCCN1S(=O)(=O)c1ccccc1)c1ccccc1 (centres undefined) | 2 | -2 | -0.7 | 27 | 28 | 2 | 13 | -3 | -3
C=CCn1c(SCC(=O)Nc2sc(C)c(C)c2C(=O)OCC)nnc1-c1sc(N)nc1C | 10 | 10 | 0.7 | 2 | 3 | 1 | 19 | 1 | 7
CCOc1ccc(CCNC(=O)COC(=O)C2CC2)cc1OCC | 20 | 0 | 1.5 | -10 | -3 | 1 | -12 | 1 | -1
CCN(CC(=O)Nc1ccc2c(c1)OCCO2)Cc1nc2cc(Cl)ccc2c(=O)[nH]1 | 13 | -2 | -2.0 | 19 | 7 | -1 | 4 | -4 | -2
O=C(NCCCN1CCOCC1)c1cc2c(=O)[nH]c3ccccc3c2s1 | 9 | -22 | 0.0 | -21 | -3 | -1 | -17 | 2 | 7
SMILES | NALP3 yeast inh | TIM10 inh | CHOP UPR activ | Mdm2-MdmX inh | tim23-1 inh | GRIN3A LBD mod | tim10-1 inh | XBP1 UPR activ | APJ agonist
COc1ccc(N2CCN(C(=O)c3cc(S(=O)(=O)N4CCCCCC4)ccc3OC)CC2)cc1 | 4 | 6 | -0.7 | 13 | 20 | 2 | 21 | -3 | -3
CSc1cccc(NC(=O)CN2C(=O)c3ccccc3S2(=O)=O)c1 | 0 | 6 | -0.6 | 53* | 17 | 0 | -17 | -6 | 5
COc1ccccc1CN1CC(C(=O)NCCN(C)CCc2ccccc2)CCC1=O (centres undefined) | 2 | -1 | -0.9 | 18 | -11 | 0 | -23 | -1 | -7
CCOc1ccccc1-c1nnc(SCC(=O)NC2(C#N)CCCC2)o1 | 1 | -1 | 0.5 | 13 | 7 | 1 | 11 | -2 | -6
O=C(NC1CCCCC1)C1CC(=O)N(CCc2ccc(F)cc2)C1 (centres undefined) | 0 | 4 | 1.2 | 12 | 11 | 0 | 14 | 0 | 3
Cc1nnc(SCc2cccc3ccccc23)n(N)c1=O | 27 | -33 | 2.2 | 20 | -51 | 4 | -69 | -1 | 3
CN(C)c1ccc(C(CNS(=O)(=O)c2ccc([N+](=O)[O-])cc2)N2CCOCC2)cc1 (centres undefined) | 15 | 11 | 1.8 | 4 | 4 | -5 | 18 | -2 | 11
COc1cc(/C=N/S(=O)(=O)CCc2ccccc2)ccc1O | 0 | 8 | -0.5 | -1 | 9 | -3 | -6 | -3 | 0
O=C(c1ccc2c3n(nc2c1)-c1ccccc1CO3)N1CCCCC1 | -14 | 33 | 0.4 | -163 | 49 | 1 | 51* | -3 | -2
Cn1c(=O)c2c(nc(CN3CCN(c4ccc(F)cc4)CC3)n2Cc2ccccc2F)n(C)c1=O | 2 | 36 | -1.4 | 12 | 7 | -4 | 28 | -5 | -1
Cc1cccc(C)c1NC(=O)CN(C)C(=O)c1ccccc1SCC(=O)N1CCCC1 | 23 | -15 | -1.3 | 11 | -2 | 0 | -3 | -3 | -3
CCOc1ccc(OCC)c(-c2c(=O)n(OCc3ccc(C(C)(C)C)cc3)c3ccccc3[n+]2[O-])c1 | 20 | 12 | 0.7 | -15 | 9 | 0 | 18 | -2 | -4
COc1ccc(C(C)C)cc1S(=O)(=O)Nc1ccccn1 | -4 | 17 | 0.5 | 5 | 10 | 0 | 25 | 4 | 3
CCCCCNC(=O)N[C@H](C(=O)O)C(C)C | 10 | 6 | 0.0 | -18 | 1 | -3 | -14 | 1 | -3
COc1ccc(NC(=O)CSc2nnc(NC(=O)C3CCC3)s2)cc1 | 0 | -7 | -0.6 | 14 | 9 | 2 | 16 | -4 | -3
O=C(c1ccco1)N1CCN(C(c2ccccc2Cl)c2nnnn2Cc2cccs2)CC1 (centres undefined) | -5 | 35 | 1.0 | 38 | 16 | 1 | 25 | -4 | 4
CCCn1c2ccccc2c2cnn(CC(=O)NCCCOC)c(=O)c21 | 7 | -8 | 1.2 | -35 | 7 | -1 | 16 | -3 | -2
Cc1cc(C)c(C)c(S(=O)(=O)NCCCn2ccnc2)c1C | 16 | -12 | 1.5 | 21 | 7 | 0 | -12 | -3 | -2
C/C(=N/NC(=O)CN1CCN(S(=O)(=O)c2ccc(C)cc2)CC1)c1cccc(O)c1 | 8 | -7 | -0.8 | 11 | -6 | 0 | -10 | 1 | -3
O=C(NCc1ccccc1F)C1CCCN1S(=O)(=O)c1ccc(Cl)cc1 (centres undefined) | 13 | -9 | -1.7 | 27 | 5 | 1 | 12 | -3 | 2
C=CCNc1cnn(-c2ccc(C)cc2)c(=O)c1Sc1ccc(C)cc1 | 25 | 1 | 0.9 | 15 | 45 | -2 | 4 | -3 | -4
Cc1ccc(NC(=O)CSc2nc3ccccc3nc2N2CCCC2)cc1 | 11 | -2 | 7.7 | 44 | 22 | -9 | 7 | 5 | 2
CCS(=O)(=O)Nc1cc(OC)c(OC)cc1Cc1nccc2cc(OC)c(OC)cc12 | 5 | -14 | 1.1 | -4 | 5 | 1 | 7 | 1 | 0
Cc1nn(-c2ccccc2)c(N)c1N=Nc1cccc(S(=O)(=O)N2CCOCC2)c1 | 18 | -16 | -0.4 | 40 | 28 | -1 | 12 | 1 | -2
CCCNC(=O)C(Cc1ccccc1)NS(=O)(=O)c1ccc2c(c1)CCC(=O)N2 (centres undefined) | 2 | 7 | 0.2 | -27 | 24 | 0 | 12 | -2 | -4

One compound at a time, as listed above. Screens in order: NALP3 yeast inh | TIM10 inh | CHOP UPR activ | Mdm2-MdmX inh | tim23-1 inh | GRIN3A LBD mod | tim10-1 inh | XBP1 UPR activ | APJ agonist
O=C(NCc1ccccc1F)C1CCCN1S(=O)(=O)c1ccc(Cl)cc1 (centres undefined) in the list: 13 | -9 | -1.7 | 27 | 5 | 1 | 12 | -3 | 2
CCOc1ccc(OCC)c(-c2c(=O)n(OCc3ccc(C(C)(C)C)cc3)c3ccccc3[n+]2[O-])c1 in the list: 20 | 12 | 0.7 | -15 | 9 | 0 | 18 | -2 | -4

Carrying on.
SMILES | NALP3 yeast inh | TIM10 inh | CHOP UPR activ | Mdm2-MdmX inh | tim23-1 inh | GRIN3A LBD mod | tim10-1 inh | XBP1 UPR activ | APJ agonist
CN(C(=O)c1ccc2c(c1)SC1=NS(=O)(=O)CCN12)C(c1ccccc1)c1ccccc1 | -22 | -2 | -0.6 | 19 | 3 | -3 | -3 | -2 | -1
C=CCOc1ccc(C2C(C#N)=C(N)N(Nc3ccccc3)C3=C2C(=O)CCC3)cc1OC (centres undefined) | 9 | 1 | -2.5 | 7 | 20 | -9 | 14 | -3 | 2
O=C(NCc1n[nH]c(=S)n1-c1ccc(Br)cc1)c1ccc(S(=O)(=O)N2CCCCC2)cc1 | 19 | 1 | 1.9 | 9 | 5 | -2 | -16 | -1 | 1
COC(=O)c1ccc(NC(=O)CSc2ccc(-c3ccccn3)nn2)cc1 | 18 | -8 | 1.2 | 31 | 3 | -1 | -21 | -1 | 3
O=C(Cn1c(NCCO)nc2ccccc21)NCC(F)(F)F | -1 | -23 | 1.0 | 14 | 6 | -1 | -6 | 0 | -1
CC(=O)c1ccc(OCCCC(=O)N(CCC2=CCCCC2)c2c(N)n(Cc3ccccc3)c(=O)[nH]c2=O)cc1 | 4 | 17 | 1.3 | -2 | 12 | 0 | 12 | -2 | 8

Some entries already given, reduced to NALP3 yeast inh.
SMILES,NALP3 yeast inh
O=C(Cn1cnc2ccccc2c1=O)Nc1cccc(S(=O)(=O)N2CCCCC2)c1,4
COCC(=O)Nc1nc(-c2ccc(-c3ccccc3)cc2)cs1,19
CCOc1ccc(-c2nc(-c3ccc(OC)cc3)no2)cc1OCC,2
CC1(C)CC(=O)C=C(NCC(O)c2ccccc2)C1 (centres undefined),0
CC(C)CC(OC(=O)c1ccco1)C(=O)NC1CCCC1 (centres undefined),12
